Screening results from PubChem BioAssay.
KLK7 zymogen act – proKLK7 zymogen activators, primary screen, biochemical, fluorescence intensity; activation, % at 7 µM; hit rate 0.9% among 370,000; AID 652039, 2013; purified proKLK7, EDANS-DABCYL substrate fluorescence; 100% is mature enzyme control, 0% vehicle; Kallikrein-7 (Homo sapiens), P49862;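 active = activation above the mean of all tested compounds plus 3 SD, computed per campaign excluding outliers beyond control limits, cut at about 13% in these data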
Target sequence (P49862 whole entry, looked up): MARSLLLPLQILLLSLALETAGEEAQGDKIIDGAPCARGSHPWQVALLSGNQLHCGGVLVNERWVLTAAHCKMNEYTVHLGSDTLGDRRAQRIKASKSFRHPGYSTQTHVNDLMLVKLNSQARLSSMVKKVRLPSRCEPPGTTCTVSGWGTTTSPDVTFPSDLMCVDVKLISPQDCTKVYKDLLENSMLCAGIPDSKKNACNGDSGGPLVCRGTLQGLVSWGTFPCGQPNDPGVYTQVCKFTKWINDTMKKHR
LEDGF integ inh – blockers of LEDGF/p75-dependent integrase strand transfer – biochemical, TR-FRET, high throughput, primary screen; TR-FRET IN-LEDGF/p75 DNA integration, Eu/Cy5; inhibition, % at 3.7 µM; AID 743269, 2014; HIV-1 integrase (with human LEDGF/p75); hit rate 0.64% among 370,000;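 active = inhibition above the screen-wide mean plus 3 SD, cut at about 13% in these data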;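 also: signal is the Cy5 over europium emission ratio at 671 and 618 nm; 0% = plate median of compound wells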
PLC-gamma1 inh – PLC-gamma1 enzyme inhibitors, primary screen, biochemical, fluorescence, purified enzyme; 1-phosphatidylinositol 4,5-bisphosphate phosphodiesterase gamma-1 (Homo sapiens), P19174; fluorogenic substrate; inhibition, % at 12.2 µM; hit rate 0.84% among 370,000; AID 720700, 2013; in the data active = inhibition above about 9.5%
TDP2 inh – human TDP2 enzyme inhibitors, primary screen, biochemical, epi absorbance, recombinant enzyme; T5PNP hydrolysis, p-nitrophenol absorbance 415 nm; AID 720702, 2013; Tyrosyl-DNA phosphodiesterase 2 (Homo sapiens), O95551; inhibition, % at 12.8 µM; hit rate 0.34% among 370,000;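 active = inhibition above the mean of all tested compounds plus 3 SD, set per campaign, cut at about 25% in these data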;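 also: 0% = DMSO with enzyme and 100% = buffer with substrate but no TDP2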
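Assay system: Recombinant human TDP2 | Quantity: 120 nM TDP2 per well | Incubation: 2 h at 37 °C | Signal: Epi absorbance | Evaluation: Percent inhibition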
ASAP1 GAP inh – inhibitors of human ASAP1 ArfGAP activity, primary screen, biochemical, fluorescence polarization; inhibition, % at 16.5 µM; ASAP1-stimulated ARF1 GTP hydrolysis, GDP FP detection; hit rate 0.19% among 360,000; AID 624377, 2012; Arf-GAP with SH3 domain, ANK repeat and PH domain-containing protein 1 (Homo sapiens), …; in the data active = inhibition above about 25%;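 also: 0% = vehicle with enzyme and substrate and 100% = no enzyme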
ADAM10 inh – human ADAM10 inhibitors, primary screen, biochemical, QFRET, HTS. Disintegrin and metalloproteinase domain-containing protein 10 (Homo sapiens), O14672. inhibition, % at 7 µM. recombinant ADAM10, EDANS/DABCYL FRET peptide cleavage, 3 h. hit rate 0.62% among 370,000;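 active = inhibition above a per-campaign cutoff equal to the mean of compounds falling between control-based bounds plus 3 SD, cut at about 20% in these data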;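 also: 0% = DMSO wells while the 100% control is not disclosed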
ADAM17 inh – ADAM17 inhibitors, primary screen, biochemical, QFRET; Disintegrin and metalloproteinase domain-containing protein 17 (Homo sapiens), P78536; recombinant ADAM17, EDANS/DABCYL FRET peptide cleavage; inhibition, % at 6.95 µM; hit rate 0.83% among 370,000;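 active = inhibition above the mean of compounds lying between control limits plus 3 SD, set per campaign, cut at about 8.5% in these data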;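 also: 0% = DMSO-only wells as the low control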
Target sequence (P78536 215-824 limits assumed): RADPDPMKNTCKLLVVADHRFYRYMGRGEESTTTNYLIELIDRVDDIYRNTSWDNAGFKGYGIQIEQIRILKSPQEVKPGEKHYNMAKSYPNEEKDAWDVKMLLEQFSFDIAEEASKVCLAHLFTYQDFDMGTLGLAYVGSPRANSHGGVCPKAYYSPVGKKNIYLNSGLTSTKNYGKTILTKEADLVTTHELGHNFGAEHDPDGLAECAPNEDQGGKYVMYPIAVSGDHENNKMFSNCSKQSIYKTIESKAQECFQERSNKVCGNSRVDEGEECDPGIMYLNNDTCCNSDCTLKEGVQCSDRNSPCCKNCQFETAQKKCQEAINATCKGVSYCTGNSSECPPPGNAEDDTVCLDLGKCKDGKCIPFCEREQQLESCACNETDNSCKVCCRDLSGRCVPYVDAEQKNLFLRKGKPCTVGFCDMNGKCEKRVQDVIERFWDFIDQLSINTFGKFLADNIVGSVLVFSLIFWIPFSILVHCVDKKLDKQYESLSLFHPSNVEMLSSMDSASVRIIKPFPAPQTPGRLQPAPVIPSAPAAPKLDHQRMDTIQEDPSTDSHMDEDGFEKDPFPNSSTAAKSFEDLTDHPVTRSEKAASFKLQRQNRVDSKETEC
ARFGAP1 inhibitor – inhibitors of rat ARFGAP1 GAP activity, primary screen, biochemical, fluorescence polarization, GDP tracer; AID 651572, 2012; hit rate 0.26% among 360,000; inhibition, % at 16.5 µM; Arfgap1-stimulated ARF1 GTP hydrolysis, GDP FP detection; ADP-ribosylation factor GTPase-activating protein 1 (Rattus norvegicus), Q62848;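 active = inhibition above a per-plate limit, mean inhibition of low control wells plus 3 SD, cut at about 25% in these data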;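 also: 0% = DMSO wells with enzyme and 100% = wells lacking Arfgap1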
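Material: rat Arfgap1 GAP domain (His6, aa 1-136), purified enzyme. Also added: human ARF1(Δ1-17)-GTP substrate. Compound dosing: 16.5 µM single point, 1.26% DMSO. Timing: enzyme reaction 120 min at 25 °C after 20 min preincubation. Signal: GDP detection by fluorescence polarization. Read-out basis: percent inhibition of GAP-stimulated GDP formation, scaled between DMSO and no-Arfgap1 medians.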
DDE Tn6 FP inh – inhibitors of Tn6 peptide binding to fibrin DD(E), primary screen, biochemical, fluorescence polarization, human fibrin, Tn6 probe | Fibrin DD(E) TRITC-Tn6 fluorescence polarization displacement | inhibition, % at 8.3 µM | hit rate 0.21% among 370,000;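 active = inhibition above a per-campaign cutoff: mean of compounds within control limits plus 3 SD, cut at about 15% in these data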;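 also: 0% = median of all compound wells on the plate and 100% = blocking peptide control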
DDE Tn7 FP inh – inhibitors of Tn7 peptide binding to fibrin DD(E), primary screen, biochemical, fluorescence polarization, human fibrin, Tn7 probe; Fibrinogen beta chain (Homo sapiens), P02675; FP displacement of FITC-Tn7 peptide from fibrin DD(E); 0% = median of compound wells per plate; inhibition, % at 8.3 µM; hit rate 0.13% among 370,000;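 active = inhibition above the mean of compounds falling within the control limits plus 3 SD of them, cut at about 14% in these data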;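 also: 0% = plate median of compound wells and 100% = 10 µM Aha-Tn7 peptide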
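Test system: human clot-derived fibrin DD(E) complex / Quantity: 2 µM final DD(E) protein / Incubation: 10 min plus 3 h, room temperature / Measured by: fluorescence polarization / Benchmarks: high control of 10 µM Aha-Tn7 peptide / Replicates: singlicate testing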
Active calls of the source: *; . = not tested or not shown.

Molecule,KLK7 zymogen act,LEDGF integ inh,PLC-gamma1 inh,TDP2 inh,ASAP1 GAP inh,ADAM10 inh,ADAM17 inh,ARFGAP1 inhibitor,DDE Tn6 FP inh,DDE Tn7 FP inh
CC1(C)CC2CC(C)(CN2C(=O)c2cc(-c3ccccc3O)on2)C1 (configuration not stated),-0.2,-1,2,0,10,-5,-5,2,8,3
COC(=O)c1cn[nH]c1NC(=S)Nc1ccc(Cl)c(Cl)c1,0.0,2,-1,13,8,2,-1,-5,0,1
Cc1cc(Cl)ccc1NC(=O)Nc1c(C)n(-c2ccccc2)c(=O)n1C,-0.8,-3,9.6*,-10,-1,-7,-4,-1,-12,-3
CC(=O)c1cnc(SCC(=O)O)nc1C,-0.6,2,4,5,-6,0,0,-2,3,-3
N#Cc1c(SCC(=O)Nc2nccs2)nc2c(c1-c1ccco1)CCCC2,-0.2,0,0,2,9,13,-1,-4,2,4
Nc1ccc(C(=O)OCC(=O)N2CCN(C(=O)c3ccco3)CC2)cc1[N+](=O)[O-],-0.4,3,0,7,6,-5,-3,3,-3,2
c1ccc(CCCCNCC2COc3ccccc3O2)cc1 (configuration not stated),0.3,2,0,-14,3,8,0,-14,1,-2
c1ccc(N2CCN(c3nc4ccccc4n4nnnc34)CC2)cc1,-2.3,1,-24,8,-2,-10,-6,0,-9,1
O=C(OCC(=O)c1ccc[nH]1)c1ccc2ccccc2n1,-0.9,3,0,2,-9,-8,-4,0,-9,-3
Cc1ccccc1C(=O)NCc1nnc(SCC(=O)N2CCN(c3ccccc3)CC2)n1C,0.2,2,6,0,8,2,0,-1,-5,-6
C[C@H]1CN([C@@H](C)CO)C(=O)CCCn2nncc2CO[C@@H]1CN(C)Cc1cccc(C(=O)O)c1,0.3,0,-1,2,4,-2,-3,8,9,-6
COc1cccc(C2/C(=C(\O)c3ccc4c(c3)OCCO4)C(=O)C(=O)N2Cc2cccnc2)c1 (configuration not stated),0.3,0,-1,17,-4,1,0,2,0,8
O=C1CCN(Cc2ccco2)C(=S)N1,-0.1,-5,1,2,-6,-5,-2,7,4,-3
O=C(Nc1ccc(Cl)c(Cl)c1)C1CCN(C(=O)c2ccco2)CC1,-0.1,0,1,18,1,-1,0,-14,7,2
COc1cccc(C2=Nn3c(nnc3-c3ccccc3O)SC2)c1,-67,-1,-7,0,-3,4,-4,2,-1,0
O=C(/C=C/c1ccco1)Nc1ccc2c(c1)OCO2,-0.1,0,-1,2,7,2,-2,-1,2,6
Nc1ncnc(N)c1NC(=O)c1ccc(OCc2ccccc2)cc1,-0.4,4,-3,2,-18,-8,-3,4,1,-1
COc1ccc(C(C)=O)cc1COC(=O)c1c(C)nn(-c2ccccc2)c1C,0.5,2,-1,-9,-16,7,0,3,0,0
C[C@@H]1COc2cc(NCCCN3CCOCC3)ccc2S(=O)(=O)N1,0.0,-3,-1,5,4,-5,-3,1,2,2
CCn1c2ccccc2c2cc(CNCCCN3CCOCC3)ccc21,-0.1,1,0,0,-3,-20,-9,2,-11,5

Some entries already given, reduced to TDP2 inh and PLC-gamma1 inh:
| mol | TDP2 inh | PLC-gamma1 inh |
| --- | --- | --- |
| O=C1CCN(Cc2ccco2)C(=S)N1 | 2 | 1 |
| O=C(Nc1ccc(Cl)c(Cl)c1)C1CCN(C(=O)c2ccco2)CC1 | 18 | 1 |

Further structures follow.
Molecule,KLK7 zymogen act,LEDGF integ inh,PLC-gamma1 inh,TDP2 inh,ASAP1 GAP inh,ADAM10 inh,ADAM17 inh,ARFGAP1 inhibitor,DDE Tn6 FP inh,DDE Tn7 FP inh
O=[N+]([O-])c1ccc(S(=O)(=O)NCC(c2cccnc2)N2CCc3ccccc32)cc1 (configuration not stated),-0.1,1,1,-6,-2,10,2,-3,2,5
O=S(=O)(O)c1cc(O)ccc1O,4.9,0,1,2,4,-21,-12,-9,1,1
Cc1ccc(S(=O)(=O)N(C)C)cc1NC(=O)CN1c2cccc3cccc(c23)S1(=O)=O,-29,-2,-72,-3,2,-74,-20,-3,3,7
Nc1nonc1-c1noc(-c2ccc(Br)o2)n1,0.2,1,-1,2,-6,-2,-4,-3,1,7
OC(COc1cccc2ccccc12)CN1CCN(c2ccccc2)CC1 (configuration not stated),-0.1,3,4,-11,10,14,5,-7,-7,-4
CCOC(=O)Cn1cc(/C=C(/C#N)C(=O)NC(C)C)c2ccccc21,0.6,8,-5,0,7,-6,-8,3,-3,4
CN(C)C(CNC(=O)c1cccs1)c1cccnc1 (configuration not stated),-0.6,0,-2,1,-1,-11,1,7,2,1
Cc1nn(C)c(C(=O)N2CCN(C(=O)c3ccco3)CC2)c1[N+](=O)[O-],-0.2,2,3,6,4,-4,-5,-19,5,5
CCC(Oc1ccc2c(=O)c(-c3ccccc3OC)coc2c1)C(=O)OCc1ccccc1 (configuration not stated),0.8,5,7,-1,-6,17,11*,13,-5,-14
O=C(CSc1nnnn1-c1ccc(Cl)cc1)Nc1cccnc1Cl,-0.2,-3,-4,12,-11,-3,-4,4,-10,7
COc1ccccc1C(CNC(=O)CCNC(=O)c1ccccc1Cl)N1CCCC1 (configuration not stated),0.1,2,-1,3,-17,-2,0,6,-5,-6
O=C(CN1C(=O)c2ccccc2C1=O)N1CCN=C1c1ccccc1,0.9,-1,3,6,-1,2,-2,-11,1,-4
Cc1nn(-c2ccccc2)c(Cl)c1C1C(C#N)=C(N)Oc2n[nH]c(C)c21 (configuration not stated),-0.3,0,2,12,-7,7,-3,2,3,-5
Cc1[nH]c(=O)[nH]c(=O)c1NS(=O)(=O)c1ccc2c(c1)CCCC2,0.0,-2,0,5,9,-6,-4,3,-3,-2
CC(C)NC1(C#N)CCN(Cc2ccccc2)CC1,0.1,2,3,-6,6,0,-1,2,-7,-4
O=C(c1ccccc1NS(=O)(=O)c1cccs1)N1CCCC1,-0.3,-5,3,-5,11,-5,-6,9,-7,1
CC(=O)c1c(C)[nH]c(C(=O)Nc2ccc(C)c(S(=O)(=O)N(C)C)c2)c1C,0.1,-7,-3,-4,1,3,0,-2,-8,-1
NC(=O)CC(NC(=O)c1ccccc1)c1ccc(N2CCN(c3ccccc3)CC2)c([N+](=O)[O-])c1 (configuration not stated),1.1,3,4,-8,4,8,0,-6,-1,1
O=C(COC(=O)C1CC(=O)N(Cc2ccco2)C1)Nc1nc(-c2ccc(F)cc2)cs1 (configuration not stated),0.1,-9,0,1,-3,-9,-5,1,-3,4
CCCC1CCC(=C(C#N)C(N)=O)CC1 (configuration not stated),1.2,4,3,4,8,-2,-1,1,0,1
O=C(Oc1ccc(-c2nnco2)cc1)N(c1ccccc1)c1ccccc1,-0.4,1,-2,-11,3,0,-3,4,3,0
Fc1ccc(CN2C3=NCCN3c3ccccc32)cc1,-0.6,3,2,-2,4,-3,0,-2,-3,-11
COc1ccc(C(=O)NC2c3ccccc3-c3ccccc32)cc1,0.2,-1,3,6,2,-2,-3,6,0,7
COc1ccc(OCC(=O)N/N=C(\C)c2cccs2)cc1,0.2,0,-1,0,2,-3,-2,6,2,5
COc1ccc(NC(NC(=O)c2ccc(OC)cc2)C(Cl)(Cl)Cl)cc1 (configuration not stated),0.6,-1,4,0,0,-3,5,-9,-2,-4
Cc1cc(=O)n(C2CCS(=O)(=O)C2)[nH]1 (configuration not stated),0.6,22*,8,70*,-1,-4,-8,29*,-1,4
Cc1ccc(Cc2c(-c3cccc(Cl)c3)nc3ccc(Cl)cn23)cc1,-1.9,-3,-5,-4,14,-19,-8,-8,-8,-4
CC(=O)OC(C(=O)NC1CCCCC1)c1ccc(C)cc1 (configuration not stated),0.0,4,1,-9,-5,-4,-2,-10,-5,5
CCSc1nnc2ccc(-c3ccc(C)cc3)nn12,-0.4,-3,-305,15,-13,-54,-19,7,-2,2
CCc1ccc(C=NN2CCN(Cc3ccc(C)cc3C)CC2)cc1,1.1,2,-3,8,.,5,0,.,4,4
CC(C)CN(CC(C)C)C(=O)Nc1cccc([N+](=O)[O-])c1,0.1,-1,1,-5,9,-4,-3,11,0,2
COc1ccc(-c2cn(-c3ccccc3)c(=S)[nH]2)cc1OC,-0.2,2,2,-3,-6,-11,-3,2,-6,0
